DNA FID counter: fluorescent intercalator displacement, NS3 helicase counter-screen; DNA fluorescent intercalator displacement, fluorescence; inhibition, % at 7.9 µM; actives 0.17% (n = 290,000); AID 1845; in the data active means inhibition above about 37%;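 further: 0% = vehicle and 100% = reference compound; higher means more ethidium bromide displaced from hairpin DNA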
OXTR agonist: activates the human oxytocin receptor; P30559; CHO-OTR cells, Fluo-8 calcium fluorescence; normalized: DMSO 0%, oxytocin 100%; activation, % at 3 µM; actives 0.32% (n = 320,000); AID 2435;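 active means activation above the mean of all tested compounds plus 3 SD, cutoff set per screening run, cut at about 20% in these data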;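 further: peak over basal fluorescence ratio from a 100 s FLIPR kinetic read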
NALP1 inh: inhibitors of NALP1 inflammasome in yeast; actives 0.61% (n = 280,000); S. cerevisiae NALP1/ASC/caspase-1 growth, X-gal OD620, 72 h; inhibition, % at 10 µM; in the data active means inhibition mostly above about 24%, no sharp cut-off; inactive means mostly below about 32%; further: some compounds called inactive have numbers as strong as hits
MEKK3 PB1 HTS: MEKK3-MEK5 PB1 interaction, increase or decrease | binding response (% of control), % at 10 µM | bead-based flow cytometry, Alexa488-MEK5 binding to MEKK3; actives lie on both sides; 0 = blocked by unlabeled MEK5, 100 = vehicle | AID 1529 | actives 1.4% (n = 290,000) | Q99759;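 active means binding response more than 3 SD above or below the average of its plate-row segment, actives on both sides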;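 further: Alexa488 bead fluorescence after subtracting the streptavidin-only scavenger bead signal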
Target sequence (Q99759 whole entry, looked up): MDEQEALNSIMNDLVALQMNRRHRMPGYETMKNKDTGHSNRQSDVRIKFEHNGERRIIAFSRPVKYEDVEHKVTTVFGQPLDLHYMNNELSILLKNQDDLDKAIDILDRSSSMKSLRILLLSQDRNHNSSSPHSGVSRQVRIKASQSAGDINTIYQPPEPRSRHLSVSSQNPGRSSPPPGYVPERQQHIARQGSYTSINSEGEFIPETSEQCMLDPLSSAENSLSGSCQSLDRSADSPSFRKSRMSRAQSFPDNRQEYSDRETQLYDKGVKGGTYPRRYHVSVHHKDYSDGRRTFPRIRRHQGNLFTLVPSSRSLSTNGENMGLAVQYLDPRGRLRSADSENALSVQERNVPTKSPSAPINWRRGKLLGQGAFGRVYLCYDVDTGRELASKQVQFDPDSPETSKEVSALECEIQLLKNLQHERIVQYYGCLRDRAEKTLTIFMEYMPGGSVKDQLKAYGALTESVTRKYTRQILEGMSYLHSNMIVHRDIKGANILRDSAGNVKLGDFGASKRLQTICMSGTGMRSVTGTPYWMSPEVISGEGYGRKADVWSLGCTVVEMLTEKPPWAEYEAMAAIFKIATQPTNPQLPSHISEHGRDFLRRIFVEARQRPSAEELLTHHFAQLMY
PfM18AAP inh: PfM18AAP enzyme inhibition | recombinant PfM18AAP, H-Glu-NHMec fluorogenic cleavage | inhibition, % at 7.35 µM | actives 1.2% (n = 290,000);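 active means inhibition above the campaign mean inhibition over all tested compounds plus 3 SD, cut at about 28% in these data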;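 further: 0% = plate median of test compound wells and 100% = 2 mM ZnCl2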
MEKK2wt PB1 HTS: raises or lowers MEK5 binding to wildtype human MEKK2 PB1 domain. actives 1.1% (n = 290,000). bead flow cytometry, Alexa488-MEK5 binding to MEKK2 WT; actives lie on both sides. Q9Y2U5. binding response (% of control), % at 10 µM; in the data active means binding response below about 67% or above about 130%
GPR7 antagonist: human neuropeptides B/W receptor 1 antagonism. GPR7-expressing cells, fluorescence antagonist assay. actives 1.1% (n = 290,000). P48145. AID 1861. inhibition, % at 4.4 µM; in the data active means inhibition above about 16%, passing the limit was not always enough;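 further: cells stimulated with the agonist NPW; 0% = agonist with vehicle and 100% = vehicle without agonist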
Target sequence (P48145 whole entry, looked up): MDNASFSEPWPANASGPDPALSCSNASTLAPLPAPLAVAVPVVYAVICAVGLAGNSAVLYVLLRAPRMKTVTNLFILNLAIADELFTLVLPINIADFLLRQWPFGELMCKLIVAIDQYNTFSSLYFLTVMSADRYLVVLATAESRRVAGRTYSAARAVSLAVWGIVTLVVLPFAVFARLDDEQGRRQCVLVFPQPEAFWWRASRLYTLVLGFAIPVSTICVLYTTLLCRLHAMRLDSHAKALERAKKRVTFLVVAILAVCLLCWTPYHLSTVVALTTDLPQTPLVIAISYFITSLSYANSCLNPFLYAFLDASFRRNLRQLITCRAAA
PHOSPHO1 inh: blocks human PHOSPHO1 phosphatase activity; AID 1565; Q8TCT1; actives 1.1% (n = 290,000); inhibition, % at 13.3 µM; recombinant PHOSPHO1, absorbance phosphatase assay; in the data active means inhibition above about 60%
MEKK2mut PB1 HTS: signal of MEK5 binding to mutant human MEKK2 PB1 domain; bead flow cytometry, Alexa488-MEK5 binding to MEKK2 mutant; percent response, % at 10 µM; actives 0.35% (n = 290,000); in the data active means percent response above about 24%, passing the limit was not always enough; further: inactives centre near 1; some results filed as inactive read as strong as hits; reference of the scale not given here
An asterisk follows results filed as active; . = not tested or not shown.

The first 3 compounds as a preview:
Each structure is followed by: DNA FID counter	OXTR agonist	NALP1 inh	MEKK3 PB1 HTS	PfM18AAP inh	MEKK2wt PB1 HTS	GPR7 antagonist	PHOSPHO1 inh	MEKK2mut PB1 HTS
COc1ccc(-c2cc(C(F)F)n3ncc(C(=O)N4CCCc5ccccc54)c3n2)cc1
  -3	-2.0	-3	101	-6	106	8	20	2
COc1ccc2ccccc2c1CN1CCSCC1
  5	.	4	104	1	105	16	-14	0
O=C(Nc1ncc(Cc2cccc(Cl)c2Cl)s1)C1CCCO1 (stereo not given)
  -11	1.3	11	96	6	95	-6	-19	-9

This part in full, from the start:
Each structure is followed by: DNA FID counter	OXTR agonist	NALP1 inh	MEKK3 PB1 HTS	PfM18AAP inh	MEKK2wt PB1 HTS	GPR7 antagonist	PHOSPHO1 inh	MEKK2mut PB1 HTS
COc1ccc(-c2cc(C(F)F)n3ncc(C(=O)N4CCCc5ccccc54)c3n2)cc1
  -3	-2.0	-3	101	-6	106	8	20	2
COc1ccc2ccccc2c1CN1CCSCC1
  5	.	4	104	1	105	16	-14	0
O=C(Nc1ncc(Cc2cccc(Cl)c2Cl)s1)C1CCCO1 (stereo not given)
  -11	1.3	11	96	6	95	-6	-19	-9
Cc1[nH]c2ccc(OC(F)(F)F)cc2c1CCN1C(=O)c2ccc(C(=O)O)cc2C1=O
  -4	1.6	-23	102	-9	105	-8	16	3
Cc1ccc2sc(C)[n+](CCC(C)S(=O)(=O)[O-])c2c1 (stereo not given)
  -39	0.2	27	102	-5	99	-11	-10	2
CCn1c(CNC(=O)c2cccc(C)c2)nc2ccccc21
  -10	-0.9	.	100	-7	107	-6	-2	5
C=C(C)Cn1c(SCC(=O)N/N=C/c2ccccc2OCC(=O)O)nnc1-c1ccc(Br)cc1
  -30	-0.6	.	94	-1	94	8	-11	0
Clc1ccc(OCc2cnc(Cl)s2)cc1
  -2	3.1	14	.	-4	.	4	15	.
CN(C)C1=NC[C@H](Cc2ccccc2)N1CC1CCC(C(C)(C)C)CC1 (stereo not given in full)
  -1	2.9	18	100	5	116	45*	-19	4
O=c1c2[nH]c3ccc(F)cc3c2ncn1CCN1CCN(Cc2ccccc2)CC1
  3	-0.7	43	99	2	106	-3	6	2
O=C1CCCc2nc3c(cc21)C(O)Oc1ccccc1-3 (stereo not given)
  -1	-1.1	8	85	-3	84	-4	40	-13
N#Cc1cnn(-c2nc(SCc3ccccc3)nc3sc4c(c23)CCCC4)c1N
  -2	0.3	18	98	-26	86	-7	2	-2
Cc1cc(C)nc(SCCn2c(N3CC(C)OC(C)C3)nc3c2c(=O)n(C)c(=O)n3C)n1 (stereo not given)
  -29	0.2	-18	103	3	101	-13	-23	5
CCS(=O)(=O)c1ncc(Cl)c(C(=O)Nc2ccc(C)cc2)n1
  4	-2.2	9	89	-35	93	53*	-28	-4
COCC(=O)N1CCC(Oc2ccc(C(=O)NCCCn3cccn3)cc2)CC1
  -20	0.5	-1	101	-3	106	-7	12	6
CC1CCCN(C2=C(NS(=O)(=O)c3ccc(Cl)cc3)C(=O)c3ccccc3C2=O)C1 (stereo not given)
  7	-2.2	24	89	12	87	8	-2	-2
O=C1CSC(c2cccs2)N1c1ccccc1 (stereo not given)
  -3	-0.2	30	93	-2	90	-3	5	-1
CCCCCSc1nc(O)cc(=O)[nH]1
  -3	-0.7	14	100	-16	97	-9	0	-2
Cc1c(C)n(CCC#N)c2ccccc12
  2	-0.9	21	97	6	98	2	-2	-3
CC(C)C[C@H](NC(=O)OC(C)(C)C)C(=O)N1CCC(C(=O)N[C@@H](Cc2ccccc2)C(=O)O)CC1
  -45	0.3	-12	.	-9	.	-3	-5	.
CN(Cc1ccccc1)C(=S)NC(=O)c1ccccc1
  -5	-2.4	21	103	12	103	-7	-34	3
O=C(NCc1csc(-c2ccccc2)n1)c1ccco1
  -5	0.0	17	.	-8	.	20	-1	.
CCCNC(=O)CSCc1nc(-c2ccc(SC)cc2)oc1C
  -37	-1.5	-8	97	3	103	-6	0	-1
COC(=O)c1ccc(NC(=O)c2ccccc2N(C)S(C)(=O)=O)cc1
  -4	1.2	21	108	-4	111	-12	1	7
CCCNC(=O)NC(=O)CSc1ncc(C(F)(F)F)cc1Cl
  -1	-1.5	-2	106	-8	106	-15	18	2
CCN(CC)S(=O)(=O)c1cc(C(=O)Oc2cccc(-c3cnc4ccccc4n3)c2)ccc1OC
  -6	3.3	10	107	-1	98	-2	6	0
CSc1ncc(CO)n1Cc1ccccc1
  -1	0.1	-2	98	4	93	-1	34	-1
COc1ccc(OC)c(S(=O)(=O)N(C(C)=O)c2ccc3oc(=O)sc3c2)c1
  -23	-1.6	4	115	11	107	-9	-5	0
CCOc1ccc(-n2c(C)cc(/C=N\NC(=O)CC(=O)NC3CCCCC3)c2C)cc1
  -18	0.2	37	89	2	93	-9	-27	-2
CC(C)(C)OC(=O)NCC1CCN(S(=O)(=O)Cc2ccccc2)CC1
  -26	-0.2	16	105	3	104	0	42	10

An excerpt from above in order of the MEKK2wt PB1 HTS value, largest number first.
Compound | NALP1 inh | MEKK3 PB1 HTS | PfM18AAP inh | MEKK2wt PB1 HTS | GPR7 antagonist | PHOSPHO1 inh | MEKK2mut PB1 HTS
COC(=O)c1ccc(NC(=O)c2ccccc2N(C)S(C)(=O)=O)cc1 | 21 | 108 | -4 | 111 | -12 | 1 | 7
CCCNC(=O)CSCc1nc(-c2ccc(SC)cc2)oc1C | -8 | 97 | 3 | 103 | -6 | 0 | -1
CCS(=O)(=O)c1ncc(Cl)c(C(=O)Nc2ccc(C)cc2)n1 | 9 | 89 | -35 | 93 | 53* | -28 | -4
N#Cc1cnn(-c2nc(SCc3ccccc3)nc3sc4c(c23)CCCC4)c1N | 18 | 98 | -26 | 86 | -7 | 2 | -2

(list continues)
Each structure is followed by: DNA FID counter	OXTR agonist	NALP1 inh	MEKK3 PB1 HTS	PfM18AAP inh	MEKK2wt PB1 HTS	GPR7 antagonist	PHOSPHO1 inh	MEKK2mut PB1 HTS
COC(=O)c1[nH]c2ccccc2c1NC(=O)CNC1CCCCC1
  -21	1.1	30	103	2	103	-4	49	3
COc1cc(C)ccc1S(=O)(=O)N1CCN(C23CC4CC(CC(C4)C2)C3)CC1
  -1	-1.4	5	100	-3	111	-3	-16	5
Cc1ccc(N)cc1NC(=O)CN1CCOCC1
  -17	0.5	4	105	9	104	-10	14	4
COc1ccc(NC(=O)CSc2nc3ccccc3c(=O)n2CCNC(C)=O)cc1
  -11	1.1	24	99	0	97	-13	-7	-6
Cc1ccc(C(=O)O/N=C/c2ccc3c(c2)OCO3)cc1
  -1	-0.3	30	101	-7	100	-8	-5	-3
CCOc1cc(NC(=O)c2cnccn2)c(OCC)cc1NC(=O)c1cccc(F)c1
  3	-0.4	-9	96	-3	83	-1	-1	-15
COc1ccc(C(=S)N2CCCCCC2)cc1
  -2	-1.9	11	97	4	97	-1	-16	-4
CN1CCN(CC(=O)N2c3ccccc3C(C)(c3ccc(Cl)cc3)CC2(C)C)CC1 (stereo not given)
  17	8.4	5	105	-7	112	5	23	27*
O=S(=O)(NCc1ccc(Cl)cc1)c1cccc2cccnc12
  -13	0.6	.	106	-1	96	3	51	11
COc1cccc(N2CCN(C(=O)c3ccc(-c4ccccc4)cc3)CC2)c1
  -35	0.2	0	103	0	104	-6	-11	3
Cc1nc(S(=O)(=O)c2ccc(Br)cc2)nc2c1CCC2
  -10	-0.9	12	101	5	102	1	37	2
CN(CC(=O)Nc1ccncc1)S(=O)(=O)c1ccccc1
  -1	0.5	6	98	-6	98	-19	-27	6
CC12CC(NC(=O)N1c1cccc(C(=O)NCc3ccc4c(c3)OCO4)c1)c1cc(Cl)ccc1O2 (stereo not given)
  -18	-1.6	8	107	-4	105	-4	6	2
CCOC(=O)c1c(C)c(C(=O)Nc2ccc3c(c2)OCCO3)c(C)n1C
  -30	0.1	.	94	10	95	-1	3	-5
Cc1onc(-c2ccccc2Cl)c1C(=O)Nc1nc2ccc(S(C)(=O)=O)cc2s1
  -16	11	30	106	2	101	1	5	0
CCOC(=O)c1cnn(-c2ccccc2)c1NC(=O)CN1CCOCC1
  -2	-0.2	.	106	3	108	-10	17	6
O=C(CSc1ncn[nH]1)Nc1ccccc1Sc1ccccc1
  -6	-1.9	-4	100	4	101	-10	7	3
CCCCNC(=O)CN1C(=O)c2cccc(N)c2C1=O
  -2	.	-1	104	-2	100	4	58	-1
CCCNC(=O)C(C)n1c2ccccc2c2nc(=O)cc(C)n21 (stereo not given)
  -6	.	16	104	1	108	0	-3	11
Cc1ccc(NC(=O)CCC(=O)N/N=C/c2ccc([N+](=O)[O-])o2)cc1C
  -1	-1.3	.	100	8	99	4	28	-1
Cc1ccc(S(=O)(=O)N(C)C)cc1NC(=O)COC(=O)/C=C/c1ccc2c(c1)OCO2
  -14	3.9	2	105	-6	108	-20	0	9
Cc1cc(C)cc(N(C(=O)CCC(=O)Nc2cc(C)on2)C(C(=O)NC2CCCC2)c2ccco2)c1 (stereo not given)
  -29	-1.3	-9	92	10	90	1	24	-7
Cc1cccc(CN2CCc3c([nH]c4ccccc34)C2)c1
  1	0.2	18	101	11	106	18	37	10
O=C(O)c1ccc(Cl)c(NC(=S)NC(=O)c2cccc(COc3ccccc3)c2)c1
  -7	8.1	-7	100	-7	100	9	29	5
COc1cc(OC)c(-c2nnc(-c3ccc(OC)c(OC)c3OC)o2)cc1OC
  -33	-1.1	46	58	-13	66	3	-7	-12
CCCCNC(=O)N1CCc2ccccc2C1
  -9	-0.9	39	99	-4	101	-8	1	1
CC(=O)c1cc2c(cc1NC(=O)CCNC(=O)c1ccccc1Cl)OCO2
  -10	-0.3	11	99	7	107	2	8	13
CCOc1ccc(N2C(=O)c3ccc(C(=O)OCC(=O)N(CC)C4CCS(=O)(=O)C4)cc3C2=O)cc1 (stereo not given)
  -1	1.5	1	97	5	98	-4	12	-3
O=C(NCCc1ccccc1)c1cnc2ccccc2n1
  -16	-0.7	19	104	-5	105	-1	22	2
CC(C)N(Cc1ccccc1)C(=O)CSc1nccn1C
  1	-0.3	-1	91	-3	89	10	2	-7
C=CCC1(CC=C)CCCN1C(=O)c1cc(COc2ccc(-n3cncn3)cc2)on1
  -45	7.1	12	102	-14	107	29*	24	5
CCOC(=O)CSc1ccc(C(=O)Nc2ccc(OC)cc2)cn1
  -9	0.5	0	104	1	98	4	13	2

Structures listed so far printed as active in MEKK2mut PB1 HTS.
compound	NALP1 inh	MEKK3 PB1 HTS	PfM18AAP inh	MEKK2wt PB1 HTS	GPR7 antagonist	PHOSPHO1 inh	MEKK2mut PB1 HTS
CN1CCN(CC(=O)N2c3ccccc3C(C)(c3ccc(Cl)cc3)CC2(C)C)CC1 (stereo not given)	5	105	-7	112	5	23	27*

Copied from the list.
`Cc1ccc(N)cc1NC(=O)CN1CCOCC1` | NALP1 inh = 4
`O=S(=O)(NCc1ccc(Cl)cc1)c1cccc2cccnc12` | PfM18AAP inh = -1

Bioassay records as filed in PubChem BioAssay.
